D2 ag: D2 dopamine receptor (human) agonism; P14416; HEK293 T-REx D2 cells, calcium flux agonist mode; activation, % at 2 µM; 340,000 tested, 0.53% active;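 active means activation over 3 SD above normal in the single-dose calcium agonist read, cut at about 30% in these data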; further: 0% is about no effect
Target sequence (P14416 whole entry, looked up): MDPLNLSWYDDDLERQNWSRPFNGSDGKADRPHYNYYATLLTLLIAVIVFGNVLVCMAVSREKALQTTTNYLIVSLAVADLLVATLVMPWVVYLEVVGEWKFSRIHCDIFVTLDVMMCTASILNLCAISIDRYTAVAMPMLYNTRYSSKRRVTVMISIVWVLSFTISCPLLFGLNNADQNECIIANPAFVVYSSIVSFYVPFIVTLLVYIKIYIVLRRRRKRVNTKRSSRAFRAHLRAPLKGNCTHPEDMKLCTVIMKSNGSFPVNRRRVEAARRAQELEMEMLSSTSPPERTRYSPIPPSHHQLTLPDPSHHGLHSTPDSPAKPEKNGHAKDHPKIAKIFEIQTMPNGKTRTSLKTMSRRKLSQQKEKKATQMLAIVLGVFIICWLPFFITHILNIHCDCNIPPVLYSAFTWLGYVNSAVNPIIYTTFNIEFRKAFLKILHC
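HEK293 Trex D2 cells, tetracycline-induced, o/n 30 C 5% CO2; no-wash Ca dye, RT 30–90 min; 10-cycle baseline, 23 nl cpd added, kinetic Ca read 180 s; agonist hits = positive Ca response.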
D1 agonist: activates the human D1 dopamine receptor. P21728. HEK293 T-REx D1 cells, calcium flux, agonist mode. activation, % at 2 µM. 360,000 tested, 1% active; in the data active means activation above about 30%; further: 0% is about no effect
Target sequence (P21728 whole entry, looked up): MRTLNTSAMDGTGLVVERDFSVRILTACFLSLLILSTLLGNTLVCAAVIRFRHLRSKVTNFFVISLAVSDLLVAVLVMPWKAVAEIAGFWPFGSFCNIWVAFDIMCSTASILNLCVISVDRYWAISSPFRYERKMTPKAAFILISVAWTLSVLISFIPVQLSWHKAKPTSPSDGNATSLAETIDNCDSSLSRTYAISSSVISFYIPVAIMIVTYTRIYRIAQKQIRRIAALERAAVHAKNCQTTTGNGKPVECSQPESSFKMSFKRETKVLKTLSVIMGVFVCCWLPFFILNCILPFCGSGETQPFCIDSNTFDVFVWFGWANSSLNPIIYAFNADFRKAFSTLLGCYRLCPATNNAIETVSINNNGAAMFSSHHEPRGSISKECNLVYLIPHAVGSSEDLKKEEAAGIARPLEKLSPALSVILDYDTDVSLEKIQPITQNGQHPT
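Inducible HEK293 T-REx D1 cells, force-coupled to calcium signalling, were plated at 4000 cells/well with tetracycline and held overnight at 30 C. After no-wash calcium dye loading, compound-evoked calcium rise over 180 s flagged agonists.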
D1 antagonist: blocks dopamine activation of the human D1 receptor | P21728 | HEK293 TREx D1 cells, calcium flux, dopamine EC80; hits give low values | activity change, negative = inhibition, % at 10 µM | 360,000 tested, 3.2% active; in the data active means activity change below about -30%; further: on the % scale 0 is the no-effect control and ±100 the full control effect
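Tetracycline-induced HEK293 Trex D1 cells, force-coupled to calcium, dye-loaded; compounds added and read 180 s, then EC80 dopamine added and calcium flux tracked kinetically another 180 s.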
RXFP1 ag: agonists of human relaxin receptor RXFP1 | HEK293T-RXFP1 cAMP TR-FRET, 30 min; response scale: percent of porcine relaxin response, buffer zero | Q9HBX9 | Potency, µM (doses to about 57.5 µM), for inactives: at the top dose activation, hits mostly activators | 370,000 tested, 0.3% active; active means well fitted activation curve with a large enough effect; inconclusive means small, poorly fitted or top-dose-only effect; further: potency means the concentration at half of the fitted maximal effect; on the % scale 0 is the no-effect control and ±100 the full control effect; nearly all actives have a fitted effect of over 60% in size; many of its hits are not listed in these tables
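Agonist response is measured as cAMP accumulation in an RXFP1-transfected HEK293T line under PDE4 inhibition. Values are scaled between buffer-only and 29 nM porcine relaxin, and EC50s come from standard Hill equation fits.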
D2 antagonist: D2 dopamine receptor (human) antagonism. P14416. 340,000 tested, 2% active. AID 485344. inhibition, % at 10 µM. HEK293 TREx D2 cells, calcium flux, dopamine EC80; in the data active means inhibition above about 30%; further: 0% is about no effect
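Overnight-induced (tetracycline, 30 C) HEK293 T-REx cells carrying force-coupled D2 receive a no-wash calcium dye, then compound, then EC80 dopamine at 180 s; signals are read kinetically throughout.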
D1 PAM: enhances dopamine response at the human D1 receptor; P21728; AID 504651; HEK293 TREx D1 cells, calcium flux, dopamine EC20 potentiation; potentiation, % at 10 µM; 360,000 tested, 0.036% active; in the data active means potentiation above about 30%; further: 0% is about no effect
D2 potentiator: D2 dopamine receptor (human) potentiation | HEK293 T-REx D2, calcium flux, EC20 dopamine potentiation | potentiation, % at 10 µM | 340,000 tested, 0.34% active;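 active means potentiation over 3 SD above the plate norm, cut at about 30% in these data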; further: 0% is about no effect
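Potentiation of an EC20 dopamine calcium response measured kinetically over 180 s, after a preceding 180 s compound-only read flagging agonists. Cells: inducible Hek293 Trex D2 line, 4000/well, cultured overnight at 30 C before dye loading.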
TRHR PAM: TRH receptor (human) allosteric enhancement; TRHR cells, fluo-8 calcium fluorescence, EC20 TRH enhancement; enhancement, % at 2 µM; 360,000 tested, 0.66% active; in the data active means enhancement above about 30%; further: 0% is about no effect
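Enhancer read-out: after compound pinning and an initial kinetic agonist-mode read, an EC20 of TRH (10 nM final) was injected and fluo-8 calcium signal (Ex 480/Em 530) followed at 1 s/cycle for 100 cycles in TRHR-expressing cells.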
RXFP1 antag: antagonists of human relaxin receptor RXFP1; HEK293-RXFP1, relaxin-stimulated cAMP HTRF, 30 min; hits give low values; activity change, negative = inhibition, % at 57.5 µM; 350,000 tested, 0.59% active;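 active means activity change of -60% or lower, but not beyond a set lower limit; inconclusive means change between -60% and -40%, or beyond the set limit; inactive means change above -40%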; further: on the % scale 0 is the no-effect control and ±100 the full control effect
* = called active by the depositor; ? = inconclusive; / = no result given; & = joins results of further samples; [ ] = dose if it differs, or a comment. These rows are one share of the data; the hit share may differ from the screen's.

SMILES | D2 ag | D1 agonist | D1 antagonist | RXFP1 ag | D2 antagonist | D1 PAM | D2 potentiator | TRHR PAM | RXFP1 antag
S=C(Nc1ccc(Cl)cc1)N(CCCN1CCOCC1)Cc1ccco1 | 0.6 | 4 | -13 | -0.9% | 0 | -4 | -8 | 0 | 6
COc1cccc(NC(=O)CN(C)C(=O)c2cn(-c3ccccc3)nc2-c2cccnc2)c1 | 0.2 | 3 | 16 | -0.3% | -11 | / | 4 | 2 | -9
COCCCn1nnnc1SCC(=O)N1c2ccccc2CC1C (stereo not given) | -0.3 | -1 | -1 | 3.1% | 7 | -3 | -3 | 3 | -2
CCn1ccnc1CN(C)C(=O)c1cc(COc2ccc(Cl)cc2OC)on1 | -2.2 | 1 | -4 | 5.1% | 12 | -6 | 10 | 2 | -2
COc1cc(C(C(=O)Nc2c(C)cccc2C)N(C)C(=O)c2ccc(-n3cnnn3)cc2)ccc1O (stereo not given) | 0.1 | 3 | 9 | -0.4% | 12 | -1 | -2 | -3 | 4
Cc1ccc(S(=O)(=O)n2nc(C)c(C#N)c2N)cc1 | 0.4 | 7 | 15 | 2.2% | -20 | -3 | -1 | 6 | -11
CCC(C)N1C(=O)CCC1C(=O)NCc1ccc2c(c1)OCO2 (stereo not given) | -0.3 | 2 | -4 | -0.1% | 27 | 0 | -10 | 4 | /
CCOCCCNC(=O)c1cn(CC)c2ccc(S(=O)(=O)N3CCCC3)cc2c1=O | 0.7 | 0 | 2 | 1.4% | -3 | -4 | 2 | 4 | -7
CCN(CC)C(=O)C(C)OC(=O)COc1ccc(Cl)cc1C (stereo not given) | -0.5 | 10 | -25 | 1.6% | 3 | -2 | 7 | -4 | -5
CCOC(=O)N/N=C\C=C\c1ccco1 | 0.0 | 2 | 8 | -0.4% | -25 | 0 | 1 | -4 | -1
COc1ccc(N2CCN(S(=O)(=O)c3ccc(OC)cc3)CC2)cc1 | -1.2 | 3 | 0 | -3.4% | -7 | -2 | -9 | 6 | 21
O=C(CO/N=C/c1ccccc1)Nc1c(F)c(F)c(F)c(F)c1F | / | 1 | 6 | 1.5% | / | -3 | / | -7 | 3
COc1cc(C(=O)Nc2ccc(C(C)=O)cc2)c(Br)c(OC)c1OC | -0.3 | 6 | -3 | 1.6% | 5 | -3 | 15 | -2 | -11
Cc1ccc(OCc2ccc(C(=O)Nc3ccc(S(N)(=O)=O)cc3)o2)cc1 | 2.7 | 4 | -9 | -1.4% | -4 | -10 | 10 | 8 | -33
COc1ccc(C)cc1NC(=O)C1CCCN(S(=O)(=O)c2cccnc2)C1 (stereo not given) | 0.0 | 1 | -5 | 2.3% | 10 | -4 | -4 | 14 | -9
CC(C)C(=O)Nc1ccc(Cc2ccc(NC(=O)C(C)C)c(O)c2)cc1O | 0.4 | 3 | 7 | 1.0% | -12 | -2 | 4 | 2 | -11
CC(C)(C)c1ccc(OCCC(=O)Nc2cccc(S(=O)(=O)N3CCOCC3)c2)cc1 | 0.2 | 30 | -7 | 0.7% | 11 | -3 | 19 | 44* | -7
C=CCn1c(N)c(C(=O)NCc2cccnc2)sc1=S | -0.4 | 3 | -4 | 0.5% | -3 | 0 | 6 | 4 | 2
CSc1ccc(Nc2nn(-c3ccc(OC(F)(F)F)cc3)nc2C(C)=O)cc1 | / | -1 | -20 | -0.1% | / | 0 | 9 | -3 | 1
c1ccc(COc2ccc(-c3csnn3)cc2)cc1 | / | 5 | -5 | -1.7% | / | -5 | / | -1 | -1

In the list so far, 2 contain an aryl thioether with sulfur outside any ring.
SMILES | D2 ag | D1 agonist | D1 antagonist | RXFP1 ag | D2 antagonist | D1 PAM | D2 potentiator | TRHR PAM | RXFP1 antag
COCCCn1nnnc1SCC(=O)N1c2ccccc2CC1C (stereo not given) | -0.3 | -1 | -1 | 3.1% | 7 | -3 | -3 | 3 | -2
CSc1ccc(Nc2nn(-c3ccc(OC(F)(F)F)cc3)nc2C(C)=O)cc1 | / | -1 | -20 | -0.1% | / | 0 | 9 | -3 | 1

Next section
SMILES | D2 ag | D1 agonist | D1 antagonist | RXFP1 ag | D2 antagonist | D1 PAM | D2 potentiator | TRHR PAM | RXFP1 antag
CCOC(=O)N1CCC(NC(=O)c2ccc3c(c2)N(Cc2ccc(F)cc2)CCS3)CC1 | 1.3 | 6 | -4 | 4.0% | -6 | 1 | 11 | 6 | -9
COc1ccc(C(C)=O)cc1CSc1nnc(C)n1-c1ccccc1 | 0.3 | 6 | 7 | 0.1% | -5 | -2 | -4 | 0 | /
CCOc1ccc2nc(NCCNC(=O)Nc3ccccc3)c(C#N)cc2c1 | 1.6 | 8 | 3 | 2.6% | -5 | -2 | -15 | 1 | 0
COc1cc(CN2CCN(Cc3ccc(C)cc3)CC2)c([N+](=O)[O-])cc1OC | 1.2 | 0 | 6 | 0.0% | 88* | -6 | -24 | 0 | -9
C/C(CC(=O)Nc1ccc(Cl)c(C(F)(F)F)c1)=N\NC(=O)c1ccccc1O | 0.7 | 5 | -13 | 0.8% | -3 | -4 | 2 | 1 | -25
CC(/C=C/c1cccc([N+](=O)[O-])c1)=N/NC(=O)c1cccnc1 | 0.3 | 6 | -22 | -0.4% | 11 | 0 | -3 | 5 | 1
Cc1ccc(S(=O)(=O)c2nc(-c3cccs3)oc2SC(C)C)cc1 | 1.1 | 7 | 4 | -4.9% | / | 0 | 1 | -2 | -18
CCN1C(=O)C(CC(=O)Nc2ccc(F)cc2)N(CCCN2CCN(c3ccc(F)cc3)CC2)C1=S (stereo not given) | -0.8 | 10 | -17 | 2.6% | -6 | -7 | / | -3 | ?
COc1ccc(C(=O)NCCOc2ccccc2Cl)c(OC)c1OC | -0.2 | 9 | 9 | -1.6% | 3 | -4 | 1 | 7 | -10
COCc1c(C(=O)OCc2nc3ccsc3c(=O)[nH]2)oc2ccccc12 | 0.5 | 1 | -10 | 3.2% | -22 | 9 | -8 | 4 | -4
COc1ccc(OCC(=O)NNC(=O)C(=O)Nc2ccc(C)cc2)cc1 | -0.6 | 6 | -8 | -2.2% | 16 | 3 | 4 | 1 | 1
CC(C)C(=O)N1CCN(C2=NS(=O)(=O)c3ccccc32)CC1 | 0.2 | 1 | 13 | 0.6% | -10 | 4 | 1 | 1 | 1
CCOC(=O)Cc1c(Sc2ccccc2)c2ccccc2n1C | -1.3 | 8 | -11 | -1.1% | -20 | -1 | 10 | 2 | -12
COc1ccc([C@]23Cc4cc(OC)c(OC)cc4C(O2)C2=C(CCCC2=O)O3)cc1 | / | 0 | 6 | 2.3%[11.5 µM] | / | -3 | / | -5 | /
COc1cc(/C=N/n2cnnc2)ccc1OCC(=O)N1CCOCC1 | 0.0 | 1 | -4 | 0.6% | 3 | -2 | -5 | 3 | -2
C=CCn1c(-c2cccc(S(=O)(=O)N3CCOCC3)c2)n[nH]c1=S | -0.9 | 1 | 15 | 1.2% | -14 | -4 | 12 | 0 | -11
Cc1cc2c(cc1S(=O)(=O)C(C)CC(=O)NC1CCC(C)CC1)OCC(=O)N2 (stereo not given) | 0.1 | 1 | 3 | 4.5% | / | 4 | 4 | -2 | -1
COc1ccc2nc(-c3ccccc3)cc(C(=O)OCC(=O)N3CC(C)OC(C)C3)c2c1 (stereo not given) | 0.5 | 1 | -7 | 0.0% | -5 | 1 | -3 | 41* | -13
COc1ccc(COC(=O)CN2C(=O)NC3(CCCC3)C2=O)cc1F | 0.2 | 2 | 0 | -0.8% | -1 | -1 | -6 | -4 | -3
Cc1[nH]nc2c1C(C(C)C)C(C#N)=C(N)O2 (stereo not given) | 0.6 | 0 | -2 | -0.1% | -4 | -7 | 3 | -6 | -5
CC(=O)c1ccc(NC(=O)CS(=O)(=O)c2cn(CC(=O)N3CCOCC3)c3ccccc23)cc1 | / | 1 | 9 | 2.1% | / | -1 | / | 1 | -2
COc1ccc(C(=O)CN2C(=O)c3ccccc3C2=O)c(OC)c1C | 0.8 | 5 | 21 | 1.7% | -5 | 10 | 12 | -2 | -12
CCOC(=O)c1cccc(NC(=O)c2ncoc2-c2ccco2)c1 | / | 16 | -39* | 5.2% | / | -1 | 10 | 4 | /
COc1cc(CCC(=O)Nc2nnc(-c3cccnc3)s2)cc(OC)c1OC | -0.8 | 2 | -11 | 3.3% | -19 | -5 | 5 | 4 | -4
COc1ccc(C(=O)Nc2nnc(S(=O)(=O)N3CCOCC3)s2)cc1 | 0.7&0.3 | 2&2 | -5&1 | 13%&-3.1% | -9 | -4&-1 | -5&3 | 0&1 | -5&-9
CCOCCCNC(=O)C1CCC(CNS(=O)(=O)c2ccc(Cl)cc2)CC1 (stereo not given) | 0.4 | 4 | -2 | 2.7% | -16 | -1 | 12 | 2 | 12
O=C(COC(=O)CNS(=O)(=O)c1ccc2ccccc2c1)Nc1ccccc1Sc1ccccc1 | 34* | 8 | -25 | -0.1% | 17 | -7 | -22 | -2 | 12
CSc1ccccc1OCc1cc(C(=O)N(C)Cc2ccncn2)no1 | -1.0 | 2 | 6 | 2.9% | -6 | -1 | 7 | -1 | -10
CC(C)C(c1nnnn1Cc1ccccc1)N1CCc2ccccc2C1 (stereo not given) | 0.8 | 3 | 6 | -0.8% | 21 | -9 | -9 | 0 | -7
O=C(CSc1nnc(CNC(=O)c2ccc(F)cc2)o1)Nc1ccc2c(c1)OCCO2 | 0.4 | 3 | -3 | -0.3% | -15 | -4 | -4 | 7 | 1
CCOc1ccccc1C(=O)Nc1ccc2nc(N(CC)CC)cc(C)c2c1 | -0.3 | 1 | 11 | 17% | / | 1 | 2 | 1 | /
CCN(CC)c1ccc(/C=N/N2C(=O)c3ccccc3C2=O)c(O)c1 | / | 4 | -2 | 0.1% | / | -3 | 2 | -2 | /
O=C(NCC(c1cccs1)N1CCOCC1)c1cccnc1 (stereo not given) | 0.1 | 4 | -2 | 2.6% | 5 | 18 | -2 | 2 | -1
CC(C)c1ccc(/C=C2\SC(N3CCOCC3)=NC2=O)cc1 | -0.8 | 5 | -8 | 2.8% | -3 | 4 | 0 | 4 | -34
C#CCNC(=O)C1=C[C@H](C)[C@@H](CCCO)[C@H](OCC)O1 | -0.2 | -3 | -9 | 1.9% | 0 | 2 | 5 | -1 | /
CN(c1ccc(C(=O)N2CCCCCC2)cc1)S(=O)(=O)c1ccccc1 | -0.6 | 15 | -19 | -2.4% | -41 | -3 | -13 | -2 | -8
O=C(Nc1ccc(Cl)cc1)c1ccsn1 | / | 2 | -3 | 0.5% | / | -4 | / | -5 | -11
C=CCOc1ccc(CNn2cn[nH]c2=S)cc1OC | -0.4 | 2 | 3 | 1.9% | 15 | -8 | -1 | -7 | 1

Quoted from the listing.
`CN(c1ccc(C(=O)N2CCCCCC2)cc1)S(=O)(=O)c1ccccc1` – D2 potentiator: -13
`O=C(COC(=O)CNS(=O)(=O)c1ccc2ccccc2c1)Nc1ccccc1Sc1ccccc1` – D2 ag: 34*
